GAA glycogen – qHTS Assay for Inhibitors and Activators of Human alpha-Glucosidase Cleavage of Glycogen | Lysosomal alpha-glucosidase (Homo sapiens), P10253 | AID 2100, 2009 | recombinant GAA, glycogen substrate, Amplex Red glucose oxidase fluorescence | Potency, µM (titrated, usually from 76.4 µM), without a hit: at the highest dose activity change, negative = inhibition, hits mostly inhibitors | hit rate 0.38% among 300,000; active = well fitted inhibition curve with a large enough effect; inconclusive = small, poorly fitted or top-dose-only effect, or another doubt; inactive = no such curve, though single readings can be large or run the other way;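 note: 0% = full enzyme reaction and -100% = no-enzyme basal signal; the screen sought inhibitors and activators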
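Recombinant human alpha-glucosidase (4 nM final) hydrolysed bovine liver glycogen (30 ug) for 40 min at 37 C in pH 5.0 citrate/phosphate with 0.01% Tween-20. Released glucose detected by glucose oxidase/Amplex Red, Ex 573/Em 610 nm. Compounds up to 77 uM; AC50 from Hill fits.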
* marks the source's active call; other numbers are inactive results; u = inconclusive; [ ] = another dose, or the depositor's remark. Potency is the fitted concentration of half-maximal effect. Some of the compounds tested; the hit share may differ from the screen's.

SMILES | GAA glycogen
COCC(=O)N1CCC(Oc2ccc(C(=O)NC3Cc4ccccc4C3)cc2)CC1 | 2.9%[76.3 µM]
O=C(Nc1ccc(O)cc1)c1ccc(NC(=O)c2cccs2)cc1 | -6.7%
O=C(N/N=C/c1cccc(O)c1)c1cc(-c2ccccc2)nc2ccccc12 | 5.1%
CCOc1ccc(NS(=O)(=O)c2ccc(NS(=O)(=O)c3cccs3)cc2)cc1 | 1.8%
CSc1ccc(C(=O)C2CCCN(C(=O)CCc3cnn(C)c3)C2)cc1 (centres undefined) | -0.9%[76.3 µM]
CC(C)C(NS(=O)(=O)c1ccccc1)C(=O)N1CCN(C(=O)c2ccco2)CC1 (centres undefined) | 0.0%[76.3 µM]
CCn1cc(C(=O)NCCC(=O)NCCO)c(=O)c2cc3c(cc21)OCO3 | -5.7%
O=C(C1CC1)N1N=C(c2ccc(Cl)cc2)CC1(O)C(F)(F)F (centres undefined) | -2.1%
C[C@@H](NC(=O)C1(c2ccccc2)CCN(C(=O)OC(C)(C)C)CC1)C(=O)N[C@@H](Cc1ccccc1)C(=O)O | -4.4%[76.3 µM]
CCc1nnc(NC(=O)CSc2nc3c([nH]c4ccccc43)c(=O)n2CCOC)s1 | -12.8%[76.3 µM]
COc1cc(C(=O)NNC(=O)Cc2ccc(S(=O)(=O)N3CCOCC3)s2)cc(OC)c1OC | 10.0%[76.3 µM]
COc1ccc(CCNC(=O)CC(C)(C)CC2=NS(=O)(=O)c3ccccc3N2)cc1OC | -14.1%[76.3 µM]
CCCCn1c(N2CCCC2)nc2c1c(=O)[nH]c(=O)n2C | 4.0%
CCOc1ccc(/C=C2/Sc3ccc(C(=O)NCC4CCCO4)cc3N(C)C2=O)cc1OC (centres undefined) | -0.6%[76.3 µM]
CSc1nc(O)c(N=Nc2ccc(F)cc2F)c(=O)[nH]1 | -4.8%
O=C(NNC(=S)Nc1ccc(Br)cc1)c1cccnc1 | 50.1µM*
O=C1NC(=O)/C(=C/c2cc3c(cc2Br)OCO3)S1 | 6.2%
COc1cc2[nH]c3c(OC)ncnc3c2cc1OC | -1.9%
COc1ccc(NC(=O)C/C(C)=N/NC(=O)COc2ccc(OC)cc2)cc1 | -6.0%[76.3 µM]
O=C(N=C1SC2CS(=O)(=O)CC2N1Cc1ccccc1)C1CCCCC1 (centres undefined) | 0.3%[76.3 µM]
COc1ccc(CC(=O)NNS(=O)(=O)c2cccc([N+](=O)[O-])c2)cc1OC | 5.7%
COc1ccc(C(C(=O)NC(C)(C)C)N(CCc2ccc(OC)c(OC)c2)C(=O)CCC(=O)Nc2cc(C)on2)cc1 (centres undefined) | 5.2%
O=C(CN1C(=O)CSC1=O)N1CCCC(Nc2ccc(F)cc2)C1 (centres undefined) | -1.1%[76.3 µM]
O=C(Cc1cccc2ccccc12)Nc1c(F)cccc1F | 5.8%
CC1Cc2ccccc2N1Cc1cccc([N+](=O)[O-])c1 (centres undefined) | 4.9%
COc1ccc2ccccc2c1/C=N/NC(=O)c1cccc([N+](=O)[O-])c1 | 2.9%
Cc1cccn2c(=O)c3cc(C(=O)NCCN4CCOCC4)c(=N)n(CCCN4CCOCC4)c3nc12 | 12.6%
O=C(c1ccccc1)c1ccc(C(=O)N2CCN(c3ccccc3)CC2)cc1 | -10.6%[76.3 µM]
COc1ccc2c(CC(=O)NC(Cc3ccc(Cl)cc3)C(=O)O)cc(=O)oc2c1C (centres undefined) | 0.8%
NC(=O)c1ccc(NC(=O)CNC(c2ccccc2)c2ccccc2)cc1 | 6.5%
CC1CC(C)CN(C(=O)CCNC(=O)Cn2ccc3ccccc3c2=O)C1 (centres undefined) | -7.1%
Cc1ccccc1CC(=O)Nc1ccc(S(=O)(=O)N2CCOCC2)cc1 | -3.5%[76.3 µM]
CCCCCCCCCC(=O)N1CCN(c2cc3c(cc2F)c(=O)c(C(=O)O)cn3CC)CC1 | 5.8%
O=C(Nc1cccc(NC(=O)c2cccs2)c1)c1ccc(Br)o1 | -0.8%
CC(=O)c1cccc(NC(=O)CCNC(=O)c2cccc(C)c2)c1 | u
Cc1cc(S(=O)(=O)Nc2ccc(C(=O)N3CCN(c4ccccc4O)CC3)cc2)ccc1F | 2.6%[76.3 µM]
CN(c1ccccc1)c1nc(N)c([N+](=O)[O-])c(N2CCCC2)n1 | 1.6%
O=C(Nc1cccc(N2C(=O)C3CCCCC3C2=O)c1)c1ccccc1 (centres undefined) | 1.1%[76.3 µM]
CN(C)c1ccc(/C=N/N(CCC#N)C2=NS(=O)(=O)c3ccccc32)cc1 | 1.6%
Cc1nn(CC(=O)NC(C)CCc2ccccc2)c(=O)c2nn(-c3ccccc3)c(C)c12 (centres undefined) | -6.0%[76.3 µM]
COc1cccc(NC(=O)[C@@H](NC(=O)N2CCn3c2nc2ccccc23)C(C)C)c1 | -4.3%[76.3 µM]
O=C(Nc1ccc(S(=O)(=O)N2CCCC2)cc1)c1c(F)cccc1F | 0.5%[76.3 µM]
Cc1cc(C)c(C#N)c(N2CCN(S(=O)(=O)Cc3ccccc3)CC2)n1 | 2.5%[76.3 µM]
COc1cc(OC)cc(C(=O)N2CCN(C(=O)c3cccs3)CC2)c1 | 1.7%
CCOc1ccc(CN2CCNC(=O)C2CC(=O)NCCc2nc(C)c3c(n2)CCC3)cc1 (centres undefined) | -12.0%[76.3 µM]
COc1cccc(/C=C2\SC(=S)N(CCC(=O)NC3C=CS(=O)(=O)C3)C2=O)c1 (centres undefined) | -5.7%[76.3 µM]
CC(=O)NCCC(=O)Nc1cc(S(=O)(=O)N2CCOCC2)ccc1Oc1ccccc1 | 1.1%[76.3 µM]
C/C(CC(=O)Nc1ccc(Cl)c(C(F)(F)F)c1)=N\NC(=O)c1cnccn1 | -29.6%[76.3 µM]
Cc1ccc(S(=O)(=O)Nc2ccc(O)c3ccccc23)c(C)c1 | -4.4%
Cc1cc(N2CCN(C(=O)Nc3ccc(F)cc3F)CC2)c2ccccc2n1 | 0.0%
CCOc1ccc(-c2cc(C(=O)N3CCCC3)c3ccccc3n2)cc1 | -2.4%[76.3 µM]
COc1ccc(NC(=S)N2CCN(S(=O)(=O)c3ccc(OC)cc3)CC2)cc1 | -18.2%[76.3 µM]
O=C(CS(=O)(=O)c1ccc(Br)cc1)N1CCOCC1 | 2.2%[76.3 µM]
CC1CC(C)CN(C(=O)CNS(=O)(=O)c2cccs2)C1 (centres undefined) | -0.5%
Oc1ccc(C2=NN(c3ccccc3)C(c3ccc(F)cc3)C2)cc1 (centres undefined) | u
CCC(C)(C)NC(=O)C(c1ccc(OC)cc1)N(C(=O)CCC(=O)Nc1cc(C)on1)c1cccc(OC)c1 (centres undefined) | 1.9%[76.3 µM]
Cc1ccccc1OCC(=O)NCCNC(=O)c1cccnc1 | -2.3%
CC(NC(=S)NC1CCCCC1)c1ccc(C(C)(C)C)cc1 (centres undefined) | -9.7%[76.3 µM]
Oc1ccc(Br)cc1/C=N/NC(=S)NCCc1ccccc1 | -1.5%
COCCCNC(=O)/C(C#N)=C/c1c(N2CCCCCC2)nc2ccccn2c1=O | 3.1%

Later entries.
SMILES | GAA glycogen
COc1ccccc1NC(=O)c1ccc(-n2ccnc2)c([N+](=O)[O-])c1 | 7.4%
NC(=O)C1CCN(C(=O)NC(=O)c2ccccc2)CC1 | -9.8%[76.3 µM]
Cc1cccc(NC(=O)c2ccc3nccnc3c2)n1 | 6.5%[76.3 µM]
O=C(O)c1ccc(N/N=C/c2c(F)cccc2Cl)cc1 | -1.8%
CCOc1ccc(N2CC(C(=O)NCCc3ccc(F)cc3)CC2=O)cc1 (centres undefined) | -5.5%
CC(C)NC(=O)CSc1nc2sccc2c(=O)n1-c1ccccc1 | -12.7%
NC(=S)N=Nc1ccc(NN=C(N)N)cc1 | 39.8µM*
Cc1ccc(OCC(=O)NCCNC(=O)c2ccco2)cc1C | 3.0%
Cc1ccc(NC(=O)NCCN2CCN(C(=O)Nc3ccc(C)cc3)CC2)cc1 | -2.9%
COc1cccc(CC(NC(C)=O)C(=O)NC2CCN(C(=O)c3ccc(Cl)cc3)CC2)c1 (centres undefined) | 9.6%[76.3 µM]
O=C(CSc1ncnc2sc3c(c12)CCC3)N1CCOCC1 | 4.6%
Cc1ccc(C2(C)NC(=O)N(CC(=O)NC(=O)NC(C)(C)C)C2=O)cc1 (centres undefined) | -1.2%
O=S(=O)(NOCc1ccc(Cl)cc1)c1ccc(Cl)cc1 | 3.6%
CC1=C(C(=O)OC(C)(C)C)C(c2cccc3ccccc23)NC(=O)N1 (centres undefined) | -0.4%
COc1cccc(N(CC(=O)NCCSc2ccccn2)S(=O)(=O)c2ccccc2)c1 | -18.5%
CCC(C(=O)NCc1ccco1)N(C(=O)CNS(=O)(=O)c1ccc(C)cc1)c1ccccc1F (centres undefined) | 0.3%
Cc1[nH]c(C)c(S(=O)(=O)NCc2ccc(Cl)cc2)c1C(=O)N1CCCC1 | 0.1%[76.3 µM]
O=C(NCc1cccnc1)c1cccc(S(=O)(=O)N2CCCC2)c1 | -5.6%
COCc1cccc(C(=O)NC(c2ccccc2)c2ccccc2)c1 | -9.0%
CN(C)CCCN(C(=O)c1ccc2c(c1)OCCO2)c1nc2cc3c(cc2s1)OCO3 | 0.1%[76.3 µM]
Cc1cc(SCC(=O)NCC2CCCO2)nc2ccccc12 (centres undefined) | -2.2%[76.3 µM]
N#Cc1cccnc1N1CCN(C(=O)c2cccs2)CC1 | -9.4%
COc1ccccc1N1CC(C(=O)Nc2nnc(SCC(=O)N3CCOCC3)s2)CC1=O (centres undefined) | 2.6%[76.3 µM]
COc1ccc(CCNC(=O)CN(c2ccc(OC)c(OC)c2)S(=O)(=O)c2ccc(C)cc2)cc1 | 3.5%
O=C(Cc1ccccc1F)NCC(=O)Nc1ccccc1Br | -0.5%
O=C(CN(C(=O)CCC(=O)Nc1nccs1)c1ccc(F)cc1)NCCc1ccccc1 | 10.0%[76.3 µM]
CCOCCCNC(=O)C(NC(=O)CNC(=O)c1ccccc1)c1ccc(OC)cc1 (centres undefined) | 3.3%
Cn1c(C(=O)N2CCOCC2)cc2c(=O)n3ccccc3nc21 | -1.1%[76.3 µM]
C=CCn1c(SCC(=O)NCC2CCCO2)nc2scc(-c3ccccc3)c2c1=O (centres undefined) | -0.1%[76.3 µM]
NC(N)=NS(=O)(=O)c1ccc(NC(=S)NC(=O)c2ccncc2)cc1 | -10.3%
C/C(=N\NC(=O)c1cccs1)c1ccc2ccccc2c1 | -7.4%
N=c1c(S(=O)(=O)c2ccc(F)cc2)cc2c(=O)n3ccccc3nc2n1CC1CCCO1 (centres undefined) | 4.6%[76.3 µM]
O=C(CNC(=O)c1ccccc1)OCCCOC(=O)CNC(=O)c1ccccc1 | 0.2%[76.3 µM]
O=[N+]([O-])c1cccc(S(=O)(=O)N2CCN(S(=O)(=O)N3CCOCC3)CC2)c1 | -2.8%[76.3 µM]
CN(C)c1ccc(C(C(=O)NCc2ccccc2)N(Cc2cccnc2)C(=O)c2snc(C(N)=O)c2N)cc1 (centres undefined) | -4.0%[76.3 µM]
O=C(CSc1nnc(CNC(=O)c2ccccc2)o1)Nc1ccc2c(c1)OCO2 | -0.1%[76.3 µM]
Cc1nn(C)cc1S(=O)(=O)NCc1ccc2c(c1)OCO2 | -4.6%[76.3 µM]
COc1ccc(/C=C\c2nc(O)c([N+](=O)[O-])c(=O)[nH]2)cc1O | 1.3%
COc1ccc(C(CNc2nc(-c3cccnc3)nc3ccccc23)N(C)C)cc1 (centres undefined) | 0.1%[76.3 µM]
O=C(CN(Cc1ccccc1F)S(=O)(=O)c1ccc(Cl)cc1)NCC1CCCO1 (centres undefined) | -0.8%[76.3 µM]

Grouped by structure, those above containing an aryl thioether with sulfur outside any ring (ten)
SMILES | GAA glycogen
CSc1ccc(C(=O)C2CCCN(C(=O)CCc3cnn(C)c3)C2)cc1 (centres undefined) | -0.9%[76.3 µM]
CCc1nnc(NC(=O)CSc2nc3c([nH]c4ccccc43)c(=O)n2CCOC)s1 | -12.8%[76.3 µM]
CSc1nc(O)c(N=Nc2ccc(F)cc2F)c(=O)[nH]1 | -4.8%
CC(C)NC(=O)CSc1nc2sccc2c(=O)n1-c1ccccc1 | -12.7%
O=C(CSc1ncnc2sc3c(c12)CCC3)N1CCOCC1 | 4.6%
COc1cccc(N(CC(=O)NCCSc2ccccn2)S(=O)(=O)c2ccccc2)c1 | -18.5%
Cc1cc(SCC(=O)NCC2CCCO2)nc2ccccc12 (centres undefined) | -2.2%[76.3 µM]
COc1ccccc1N1CC(C(=O)Nc2nnc(SCC(=O)N3CCOCC3)s2)CC1=O (centres undefined) | 2.6%[76.3 µM]
C=CCn1c(SCC(=O)NCC2CCCO2)nc2scc(-c3ccccc3)c2c1=O (centres undefined) | -0.1%[76.3 µM]
O=C(CSc1nnc(CNC(=O)c2ccccc2)o1)Nc1ccc2c(c1)OCO2 | -0.1%[76.3 µM]

The listing continues:
SMILES | GAA glycogen
COc1ccc(NC(=O)CSc2cn[nH]n2)cc1OC | 1.8%
CC(C)c1ccc(NC(=O)C2CCN(S(=O)(=O)c3ccc4c(c3)NC(=O)CO4)CC2)cc1 | -8.5%[76.3 µM]
CCCn1cnnc1CNC(=O)C1CCC(=O)N(CCCc2ccccc2)C1 (centres undefined) | 1.4%[76.3 µM]
C=CCOn1c(=O)c(-c2ccc(Br)cc2)[n+]([O-])c2ccccc21 | -2.2%
CCn1c(CC(=O)Nc2ccccc2)nnc1SCC(=O)N1CCOCC1 | 0.7%[76.3 µM]

Bioassay records: PubChem, National Center for Advancing Translational Sciences (NCATS)
